Anesthetic bind: binds horse apoferritin like a general anesthetic; Potency, µM (top dose mostly 77.5 µM), inactives show at the top dose activity change, negative = displacement, hits mostly inhibitors; apoferritin/1-aminoanthracene competitive binding, fluorescence; P02791; 0.074% of 350,000 active; note: potency is the fitted concentration of half-maximal effect; % is set by controls: 0 for no effect and ±100 for the full control effect; nearly all actives have a fitted effect of over 20% in size
Target sequence (P02791 2-175 limits assumed): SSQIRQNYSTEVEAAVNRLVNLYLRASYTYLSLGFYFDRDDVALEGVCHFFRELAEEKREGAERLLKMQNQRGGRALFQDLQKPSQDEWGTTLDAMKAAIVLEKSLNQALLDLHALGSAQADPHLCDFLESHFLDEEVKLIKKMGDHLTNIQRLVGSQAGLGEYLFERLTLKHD
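10 uM apoferritin + 50% sat. 1-AMA, PBS; cpd 10 min RT; Ex380/Em535 endpoint; normalized to free probe vs complex; 4-param Hill fit; propofol titration as pos. ctrl.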
POLB inh: DNA polymerase beta (human) inhibition; P06746; AID 485314; Pol beta primer extension/strand displacement, fluorescence kinetic; 1.3% of 340,000 active; Potency, µM (series often up to 114 µM), for the others: at the top dose activity change, negative = inhibition, hits mostly inhibitors; note: potency is the fitted concentration of half-maximal effect; % is set by controls: 0 for no effect and ±100 for the full control effect
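Preincubation: enzyme (10 nM) with compound, 15 min, RT. Reaction: substrate added to 50 nM final. Reads: 0 and 10 min. Analysis: normalized, Hill fit.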
Pol iota inh: inhibitors of human DNA polymerase iota. Q9UNA4. Pol iota fluorescent replication assay, 10 min. Potency, µM (series often up to 115 µM), without a hit: at the highest dose activity, negative = inhibition, hits mostly inhibitors. 1% of 390,000 active. AID 588590; note: potency is the fitted concentration of half-maximal effect
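Fluorescent replication assay read twice, at 0 min and 10 min after adding 50 nM (final) substrate. Enzyme (10 nM) and compounds were first incubated 15 min at room temperature; enzyme-free buffer wells were negative controls.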
POLK inh: inhibitors of human DNA polymerase kappa | purified Pol kappa, fluorescent DNA synthesis assay, 10 min | Q9UBT6 | 0.53% of 400,000 active | Potency, µM (titrated, usually from 107 µM), for inactives: at the top dose activity, negative = inhibition, usual class: inhibitors | AID 588579; note: potency is the fitted concentration of half-maximal effect; % is set by controls: 0 for no effect and ±100 for the full control effect
Target sequence (Q9UBT6 whole entry, looked up): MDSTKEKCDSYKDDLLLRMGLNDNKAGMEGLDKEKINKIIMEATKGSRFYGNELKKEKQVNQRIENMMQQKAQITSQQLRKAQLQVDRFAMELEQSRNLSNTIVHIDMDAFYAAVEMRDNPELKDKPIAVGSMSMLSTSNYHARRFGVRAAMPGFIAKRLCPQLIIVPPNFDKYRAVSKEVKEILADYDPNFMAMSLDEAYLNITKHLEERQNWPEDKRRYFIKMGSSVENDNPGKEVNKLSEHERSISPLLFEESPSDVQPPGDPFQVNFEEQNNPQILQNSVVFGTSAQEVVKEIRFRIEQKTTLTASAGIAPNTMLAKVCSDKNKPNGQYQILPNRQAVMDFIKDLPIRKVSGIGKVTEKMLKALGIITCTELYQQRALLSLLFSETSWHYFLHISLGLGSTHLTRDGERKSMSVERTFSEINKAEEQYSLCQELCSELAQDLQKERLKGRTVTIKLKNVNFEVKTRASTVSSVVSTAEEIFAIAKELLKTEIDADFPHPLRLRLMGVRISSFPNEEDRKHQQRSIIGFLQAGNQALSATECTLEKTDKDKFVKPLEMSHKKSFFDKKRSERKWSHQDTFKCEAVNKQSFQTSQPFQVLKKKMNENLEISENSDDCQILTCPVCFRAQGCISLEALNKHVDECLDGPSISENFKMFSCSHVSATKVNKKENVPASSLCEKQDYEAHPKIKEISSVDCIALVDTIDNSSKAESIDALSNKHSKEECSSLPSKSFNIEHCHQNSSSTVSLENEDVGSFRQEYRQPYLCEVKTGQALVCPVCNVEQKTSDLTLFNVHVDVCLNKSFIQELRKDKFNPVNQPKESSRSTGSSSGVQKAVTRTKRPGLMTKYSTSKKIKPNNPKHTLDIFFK
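Enzyme at 10 nM met test compounds for 15 min at room temperature. Substrate addition (50 nM final) began the reaction, which was monitored by fluorescence at 0 and 10 min.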
BLM inh: blocks DNA unwinding by human BLM helicase; recombinant BLM DNA unwinding, fluorescence dequenching; Potency, µM (doses to about 56.1 µM), for inactives: top-dose activity change, negative = inhibition, hits mostly inhibitors; 0.2% of 350,000 active; P54132;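 note: potency is the fitted concentration of half-maximal effect; plate controls were vehicle for no effect and no enzyme for full effect; nearly all actives have a fitted effect of over 35% in size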
Pol eta inh: DNA polymerase eta (human) inhibition; Q9Y253; recombinant Pol eta, fluorescent DNA replication assay; Potency, µM (highest dose often 114 µM), inactives show at the top dose activity change, negative = inhibition, usual class: inhibitors; 1.2% of 390,000 active; AID 588591; note: potency is the fitted concentration of half-maximal effect; % is set by controls: 0 for no effect and ±100 for the full control effect
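Pol eta (10 nM) was preincubated with compounds for 15 min at room temperature, after which fluorescent replication substrate (50 nM final) was added to start the reaction. Fluorescence was read kinetically at 0 and 10 min.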
APE1 inh: APE1 (human) endonuclease inhibition; AID 2517; P27695; 0.35% of 350,000 active; recombinant APE1, TAMRA/BHQ-2 abasic DNA cleavage fluorescence; Potency, µM (top dose mostly 65.8 µM), for inactives: at the highest dose activity change, negative = inhibition, usual class: inhibitors;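 note: potency is the fitted concentration of half-maximal effect; plate controls were vehicle for no effect and reference inhibitor for full effect; nearly all actives have a fitted effect of over 55% in size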
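Readout is kinetic fluorescence (ex 525, em 598 nm) from cleavage of 50 nM TAMRA/BHQ-2 THF abasic duplex by 0.75 nM APE1, compound added 15 min beforehand at RT.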
GRP78 ERSR act: ER stress response induction in glioma; U87-MG GRP78 promoter luciferase reporter, 16 h; Potency, µM, for inactives: top-dose activation, hits mostly activators; 0.02% of 420,000 active; note: potency is the fitted concentration of half-maximal effect; series mostly up to about 76 µM; % of control where 0% means no effect; nearly all actives have a fitted effect of over 35% in size
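Stably transfected U87-MG glioma cells carrying a GRP78-based luciferase sensor; 16 h compound incubation. Luminescence end-point read 10 min after Bright-Glo addition at room temperature.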
LDHA inh: blocks human lactate dehydrogenase A; activity change, % (values are at about 110 or 230 µM); 0.15% of 480,000 active; purified LDHA, NADH/diaphorase-resazurin fluorescence; hits give low values; P00338; in the data active = activity change below about -30%; inconclusive = mostly about -25% to -30%;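 note: plate controls were DMSO wells for no effect and wells without enzyme for full effect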
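Resorufin fluorescence (ex540/em590), read at 0 and 20 min after diaphorase/resazurin addition, reports the NADH left after a 5 min room-temperature reaction of 2 nM human LDH5 with 0.06 mM NADH and 0.2 mM pyruvate.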
* hit, by the source's call; ? = inconclusive; . = not tested or not shown; & = joins results of further samples; ! = repeats disagree; [ ] = another dose, or the depositor's remark. Unless noted, calls come from the whole dose curve; as a rule, active = well fitted curve in the direction sought with a large enough effect; inconclusive = small, poorly fitted or top-dose-only effect, or another doubt; inactive = no such curve, though single readings can be large; an effect the other way counts as inactive or inconclusive. Only part of the results is shown, so the mix of outcomes need not match the whole.

SMILES | Anesthetic bind | POLB inh | Pol iota inh | POLK inh | BLM inh | Pol eta inh | APE1 inh | GRP78 ERSR act | LDHA inh
O=C(CN1C(=O)COc2ccc(S(=O)(=O)N3CCOCC3)cc21)NCc1ccc(Cl)cc1 | -5% | 10% | 17% | -9% | -6% | -15% | . | -1% | -1
CC(=O)c1ccc2c(c1)c1ccccc1n2CC(C)C | -16% | 14% | 24% | -7% | -5% | -13% | 10% | -4% | 1
C1=C(c2ccccc2)Nc2nnnn2C1 | -16% | -19% | 7% | -15% | 2% | -5% | 0% | -5% | -4
Clc1cccc(Cl)c1CSc1nnc([C@@H]2CCCN2)o1 | 7% | 18% | 5% | 0% | 2% | -22% | -9% | -6% | -7
CN(C)c1ccc(C=Nc2cncc3ccccc23)cc1 | . | . | 20% | -6% | . | . | . | 2% | -3
CN(NC(=O)c1ccccc1F)c1ccc([N+](=O)[O-])cn1 | -6% | 18% | -7% | 1% | -2% | -9% | 0% | -8% | -6
Cc1cc(NC(=O)CSc2nc(=O)n3cccc(C)c3n2)no1 | . | . | 41%[activator] | 5% | . | -15% | 4% | -4% | -4
CCCOC(=O)c1ccc(Cl)c(NC(=O)c2ccc(-c3ccccc3)cc2)c1 | -8% | 10% | -12% | -2% | -4% | -6% | 2% | -1% | -4
COC(=O)CN1C(=O)[C@H]2[C@@H](C3CC3)N3C(=O)CN(Cc4ccccn4)C(=O)[C@@]3(Cc3ccccc3)[C@H]2C1=O | 2% | 33% | 18% | -15% | -3% | -6% | 11% | -2% | -2
CN(CC(=O)Nc1ccc(Cl)cc1)C(=O)c1ccc(NS(=O)(=O)c2ccc3[nH]c(=O)[nH]c3c2)cc1 | . | . | -1% | -9% | . | -2% | 0% | -4% | -6
Cc1ccc(-c2nc3cc(NC(=O)c4cc5ccccc5o4)ccc3o2)cc1Cl | -2% | 5% | -17% | -7% | -12% | -10% | . | -1% | 4
O=C(N1CCN(c2ccccc2)CC1)C(F)(F)C(F)(F)F | 8% | 32% | 23% | -9% | -1% | -11% | 4% | -6% | 11
Cc1cc(C(=O)CSc2nn(-c3ccccc3)c(=S)s2)c(C)n1Cc1ccco1 | -11% | -11% | ? | -13% | -8% | 8% | -12% | 2% | 0
CC1(C(=O)NC23CC4CC(CC(C4)C2)C3)CC1(Cl)Cl (stereo unspecified) | 1% | 0% | -20%[58.9 µM] | -2% | -3% | 3% | 0% | -3% | -6
COc1cc(CCC(=O)OCC(=O)NCc2ccc(Cl)cc2)cc(OC)c1OC | 6% | -33% | 36%[activator] | 3% | -3% | 11% | 0% | -3% | -12
CC(=O)c1ccc(NC(=O)C2Cc3ccccc3N2C(=O)c2ccccc2)cc1 (stereo unspecified) | ? | 9% | -12% | 3%[60.1 µM] | -2% | 4% | . | -5% | 2
CCC1CCCCN1C(=O)CSc1n[nH]c(-c2ccccc2)n1 (stereo unspecified) | ? | 2% | 24% | 1%[60.1 µM] | -1% | -16% | . | 0% | 2
CCOn1c(=O)c(C)[n+]([O-])c2ccccc21 | -4% | 2% | -1% | 5% | -3% | -12% | 4% | 3% | 4
COc1ccc(CCNC(=O)C(=O)c2c(C)n(C)c3ccccc23)cc1OC | -12% | 1% | 9% | 7% | 3% | -11% | 30% | -2% | 0
Nc1nc(SCC(=O)Nc2ccccc2Sc2ccccc2)n[nH]1 | -20% | 0% | ? | -5% | -2% | 4% | 14% | -1% | -5

Reformatted: 4 of the compounds above
CCOn1c(=O)c(C)[n+]([O-])c2ccccc21
  Anesthetic bind = -4% | POLB inh = 2% | Pol iota inh = -1% | POLK inh = 5% | BLM inh = -3% | Pol eta inh = -12% | APE1 inh = 4% | GRP78 ERSR act = 3% | LDHA inh = 4
Cc1cc(NC(=O)CSc2nc(=O)n3cccc(C)c3n2)no1
  Anesthetic bind = . | POLB inh = . | Pol iota inh = 41%[activator] | POLK inh = 5% | BLM inh = . | Pol eta inh = -15% | APE1 inh = 4% | GRP78 ERSR act = -4% | LDHA inh = -4
Clc1cccc(Cl)c1CSc1nnc([C@@H]2CCCN2)o1
  Anesthetic bind = 7% | POLB inh = 18% | Pol iota inh = 5% | POLK inh = 0% | BLM inh = 2% | Pol eta inh = -22% | APE1 inh = -9% | GRP78 ERSR act = -6% | LDHA inh = -7
CC(=O)c1ccc(NC(=O)C2Cc3ccccc3N2C(=O)c2ccccc2)cc1 (stereo unspecified)
  Anesthetic bind = ? | POLB inh = 9% | Pol iota inh = -12% | POLK inh = 3%[60.1 µM] | BLM inh = -2% | Pol eta inh = 4% | APE1 inh = . | GRP78 ERSR act = -5% | LDHA inh = 2

The results go on.
SMILES | Anesthetic bind | POLB inh | Pol iota inh | POLK inh | BLM inh | Pol eta inh | APE1 inh | GRP78 ERSR act | LDHA inh
CCOC(=O)C1=C(CSc2nc(CC)c(C)cc2C#N)OC(N)=C(C#N)C1c1ccccc1 (stereo unspecified) | -13% | -3% | 6% | -8% | -13% | -16% | -6% | 1% | 0
Cc1nc2nc(-c3ccccc3)[nH]n2c(=O)c1C | 2% | 3% | 13% | -7% | 1% | -4% | 0% | 4% | -3
O=C(COC(=O)/C=C/c1ccc(F)cc1)NCC1CCCO1 (stereo unspecified) | . | . | 22% | 2% | . | -13% | 20% | 4% | -4
Cn1c(SCc2ccccc2)nc2c1c(=O)[nH]c(=O)n2C | -6% | 2% | 31%[activator] | 1% | -1% | -16% | 5% | -6% | 1
Cc1cc(C)c(NC(=O)CSc2nnc(-c3ccco3)n2N)c(C)c1 | -12% | -8% | 12% | -6% | -3% | -4% | 2% | -1% | -15
COCCCn1c(C(=O)N2CCOCC2)cc2c(=O)n3ccccc3nc21 | 926%[activator] | 50% | 30% | -3% | -3% | -2% | 31% | -1% | -8
Cc1cc(C)cc(Oc2c(C(F)(F)F)oc3cc(OCC(=O)O)ccc3c2=O)c1 | -11% | ? | ? | -14% | -3% | 35µM* | 30% | -5% | -2
COc1ccc(OC)c(S(=O)(=O)Nc2cccc3ccc(O)cc23)c1 | . | . | 183%[activator] | -23% | . | -1% | . | -2% | 15
CCOC(=O)C1CCN(C(=O)CSc2n[nH]c(-c3ccc(OC)cc3)n2)CC1 | -12% | 88%[activator] | 7% | -3%[60.1 µM] | 0% | -15% | . | -1% | 14
COc1cc(NC(=O)CSc2nnc3ccccn23)cc(OC)c1 | . | . | -9% | -2% | . | -11% | 12% | 11% | -11
CCOC(=O)c1ccc(NC(=O)c2ccc3c(c2)C(=O)N(CC2CCCO2)C3=O)cc1 (stereo unspecified) | -21% | -25% | 10% | -1% | -2% | -8% | 1% | -6% | -4
COc1ccccc1N1CCN(S(=O)(=O)c2ccc(-c3ccc(=O)[nH]n3)o2)CC1 | 0% | -3% | ? | 2% | -2% | 0% | 26% | -3% | -7
COc1ccc(C2=C/C(=C\c3cccc(OC(C)=O)c3)C(=O)O2)cc1 | 5% | 14% | ? | 1%[60.1 µM] | -12% | 1% | 4% | -1% | -1
CC(=O)c1ccc(NC(=O)CC2S/C(=N/N=C3CCCCCC3)NC2=O)cc1 (stereo unspecified) | ? | 14% | 11% | -8% | 1% | -24% | 44% | 3% | -14
CCCCCC1CC(CC(=O)Nc2ccc([N+](=O)[O-])cc2)OC1=O (stereo unspecified) | ? | -15% | 110%[activator] | -8% | -5% | 0% | 0% | -1% | -2
O=C(c1ccco1)N1CCN(S(=O)(=O)c2ccc(S(=O)(=O)NC3CC3)cc2)CC1 | -4% | 2% | -3% | -11% | -6% | -5% | 12% | -5% | -7
COc1cc(C(=O)COC(=O)C2CCN(c3ccc(C(F)(F)F)cn3)CC2)ccc1OC(F)F | . | . | 13% | -10% | . | -20% | -5% | -1% | -2
CCc1ccc(S(=O)(=O)c2nnn3c2nc(NCc2ccccc2OC)c2cc(Cl)ccc23)cc1 | -8% | -8% | 26% | 9% | -6% | -18% | . | 4% | -6
CCOC(=O)C1CCN(S(=O)(=O)c2cc(F)ccc2OC)CC1 | -4% | 30% | 35%[activator] | -12% | -4% | -2% | 3% | -3% | -3
Cc1c(NC(=O)CSc2ccc3c(c2)OCCO3)c(=O)n(-c2ccccc2)n1C | -11% | 7% | 8% | -2% | 2% | 12% | 0% | -2% | -4
COc1cc(NC(=S)NN2CCN(C)CC2)cc(OC)c1OC | -5% | 52% | 43%[activator] | -2% | -2% | -14% | ? | 0% | -2
NC(=O)[C@@H]1CCCN1C(=O)c1ccc2nc(Cc3cccc(Cl)c3)oc2c1 | -7% | 11% | 9% | 0% | 1% | -8% | 18% | 0% | 1
CC(CCC(C)[n+]1cccc(Br)c1)[n+]1cccc(Br)c1 (stereo unspecified) | . | . | ? | -10% | . | . | . | -2% | -31*
CSCCC(NC(=O)c1ccccc1)C(=O)Nc1ccc(C)cc1 (stereo unspecified) | -4% | -1% | 17% | -6% | -3% | -16% | -1% | -1% | -3
CCOC(=O)CC1(NC(=O)C2CCC(=O)N(Cc3ccccc3OC)C2)CCCCC1 (stereo unspecified) | -8% | 3% | 3% | 4% | -2% | -15% | 28% | -2% | -1
COc1cccc(/C=C/C(=O)Nc2ccc3c(c2)OCCO3)c1OC | -18% | 12% | 53%[activator] | -11% | -8% | -16% | 11% | -10% | 5
O=C(CCCn1cnc([N+](=O)[O-])n1)Nc1cccc(Cl)c1Cl | -2% | -1% | 4% | -7% | 1% | -8% | 12% | 1% | 14
COc1ccc(N2C(=O)CC(c3cc(OC)c(OC)c(OC)c3)CC2=O)cc1 | -6% | -14% | 22% | 9% | -7% | -8% | -6% | -4% | -7
c1csc(C(c2nnnn2C2CCCCC2)N2CCCC3(CCCCC3)C2)c1 (stereo unspecified) | 0% | -18% | 22% | -2% | 3% | -12% | 5% | -3% | -3
C[C@@H](NC(=O)/C(C#N)=C/c1ccc(O)c(O)c1)c1ccccc1 | . | 10%[57.1 µM] | ? | ? | -14% | 14µM*! | ? | 0%&1%&2%&3% | -10&5
COc1cccc(NC(=O)Cn2cnc3c(nc4n3CCCCC4)c2=O)c1 | -2% | 2% | -15% | -5% | 0% | -4% | . | 0% | -1
